CIT2-GFP yeast = alters CIT2-GFP fluorescence in TOR pathway yeast screen; GFP response vs DMSO, % at 10 µM; S. cerevisiae CIT2-GFP strain, flow cytometry, 3 h; 100 means same as DMSO wells; 0.065% of 320,000 active;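 active = GFP response relative to DMSO above a set limit, near the screen mean plus 3 SD, cut at about 150% in these data; inconclusive = Fewer than 70 cells measured for a yeast strain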;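 note: ratio of well median GFP fluorescence to mean of DMSO wells on the plate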
JMJD2C inh = blocks human GASC-1 demethylase activity; GST-JMJD2C(1-420) H3K9me3 demethylation, DELFIA europium; inhibition, % at 2.35 µM; 0.069% of 330,000 active; AID 2099;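 active = more than half of a compound's replicate wells show inhibition beyond 50%, single wells judged on their own value; inconclusive = some, but no more than half, of replicates pass 50% inhibition; inactive = no replicate passes 50% inhibition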;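 note: signal counts dimethyl H3K9 product captured on neutravidin plate; 0% = median of DMSO wells and 100% = 0.3 times that DMSO median; strong numbers were not always called active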
LAP4-GFP MLPCN = modulators of TOR pathway LAP4-GFP in S. cerevisiae | S. cerevisiae LAP4-GFP multiplex, flow cytometry GFP, 3 h; median GFP as percent of DMSO wells | GFP response vs DMSO, % at 10 µM | 0.34% of 320,000 active;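 active = GFP response vs DMSO above a set limit, about the screen mean plus 3 SD, cut at about 150% in these data; inconclusive = under 70 cell events counted for the yeast strain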
RPL19A TOR yeast = alters RPL19A-GFP fluorescence in TOR pathway yeast screen; S. cerevisiae RPL19A-GFP strain, flow cytometry, 3 h; active compounds read low; percent response vs DMSO, % at 10 µM; AID 2025; 0.3% of 330,000 active;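 active = percent response vs DMSO below 50%; inconclusive = fewer than 70 events counted for the yeast strain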;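 note: median channel GFP fluorescence of the barcoded RPL19A-GFP strain; ratio of sample median GFP to plate DMSO average so 100% = DMSO; lower means less RPL19A-GFP as with rapamycin TOR inhibition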
MEP2-GFP yeast = modulators of TOR pathway MEP2-GFP in S. cerevisiae; AID 2016; GFP response vs DMSO, % at 10 µM; S. cerevisiae MEP2-GFP strain, flow cytometry GFP, 3 h; 100% = DMSO control level; 0.51% of 330,000 active;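 active = GFP response versus DMSO above a set limit, roughly screen mean plus 3 SD, cut at about 180% in these data; inconclusive = fewer than 70 cells counted for a yeast strain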;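 note: median GFP fluorescence of the barcode-gated MEP2-GFP cells per well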
AGP1-GFP MLPCN = yeast TOR pathway AGP1-GFP modulation; S. cerevisiae AGP1-GFP multiplex flow cytometry, 3 h; GFP as percent of DMSO wells; GFP response vs DMSO, % at 10 µM; 0.02% of 320,000 active; AID 2066;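 active = GFP response relative to DMSO above a set limit, near screen average plus 3 SD, cut at about 150% in these data; inconclusive = fewer than 70 cells counted for the yeast strain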;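 note: median GFP channel fluorescence of the gated AGP1 strain per well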
VLA-4 inh = inhibition in a human VLA-4 binding assay; P13612; VLA-4 expressing cells, ligand binding flow cytometry; inhibition, % (about 7 µM as worked out from the volumes in the protocol); 0.2% of 330,000 active; AID 2557; in the data active = inhibition above about 50%
Target sequence (P13612 whole entry, looked up): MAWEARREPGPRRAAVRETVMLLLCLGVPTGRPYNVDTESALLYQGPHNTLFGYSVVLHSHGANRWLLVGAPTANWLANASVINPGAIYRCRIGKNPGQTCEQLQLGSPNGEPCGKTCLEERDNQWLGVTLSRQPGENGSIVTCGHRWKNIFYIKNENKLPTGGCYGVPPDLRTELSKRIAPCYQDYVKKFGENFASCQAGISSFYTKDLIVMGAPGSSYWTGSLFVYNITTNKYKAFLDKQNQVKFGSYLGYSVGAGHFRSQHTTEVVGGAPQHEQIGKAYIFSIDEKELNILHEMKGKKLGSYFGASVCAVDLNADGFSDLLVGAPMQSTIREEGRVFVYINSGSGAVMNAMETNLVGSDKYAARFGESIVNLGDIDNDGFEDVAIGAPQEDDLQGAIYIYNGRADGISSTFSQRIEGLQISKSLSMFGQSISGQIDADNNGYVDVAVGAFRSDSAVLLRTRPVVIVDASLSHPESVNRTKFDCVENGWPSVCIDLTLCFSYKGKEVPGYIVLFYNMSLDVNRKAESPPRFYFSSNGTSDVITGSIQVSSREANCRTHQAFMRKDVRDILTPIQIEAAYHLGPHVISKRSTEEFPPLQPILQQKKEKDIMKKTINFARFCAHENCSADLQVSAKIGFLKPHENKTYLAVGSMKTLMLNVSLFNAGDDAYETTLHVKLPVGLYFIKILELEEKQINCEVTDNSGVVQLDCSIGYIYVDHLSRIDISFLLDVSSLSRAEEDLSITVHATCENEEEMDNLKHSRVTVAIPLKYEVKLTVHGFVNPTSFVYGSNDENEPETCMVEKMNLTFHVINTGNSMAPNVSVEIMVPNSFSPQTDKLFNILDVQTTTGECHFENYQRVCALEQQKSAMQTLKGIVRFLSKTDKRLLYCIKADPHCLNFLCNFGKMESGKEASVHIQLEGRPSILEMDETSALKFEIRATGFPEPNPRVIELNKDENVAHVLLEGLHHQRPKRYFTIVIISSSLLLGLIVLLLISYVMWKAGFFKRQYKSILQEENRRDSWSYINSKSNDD
GRK2 aptamer HTS = inhibitors of human GRK2 displacing RNA aptamer. bead flow cytometry, FAM-aptamer displacement from GRK2. 0.59% of 330,000 active. inhibition of aptamer binding, % at 10 µM. P25098;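 active = inhibition of aptamer binding above 40%, roughly 3 SD of noise, on plates passing a quality check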;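 note: median bead fluorescence of bound FAM aptamer so fluorescent compounds give negative values; no value below 0 was filed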
Starred values were filed as active, the others as inactive; [ ] = dose if it differs, or a comment.

Screening CCN1CCN(c2cc(-c3ccccc3)nc3cc(-c4cccc(F)c4)nn23)CC1 returned CIT2-GFP yeast 104, JMJD2C inh 8, LAP4-GFP MLPCN 123, RPL19A TOR yeast 90, MEP2-GFP yeast 105, AGP1-GFP MLPCN 88, VLA-4 inh 8 and GRK2 aptamer HTS 0.
For COc1ccc(/C=C/c2c(-c3ccc(OC)cc3)sc3cc(OC)c(OC)cc23)cc1 the results were CIT2-GFP yeast 91, LAP4-GFP MLPCN 109, RPL19A TOR yeast 102, MEP2-GFP yeast 101, AGP1-GFP MLPCN 106, VLA-4 inh 42 and GRK2 aptamer HTS 0.
For CC(C)(C)OC(=O)NCCNC(=O)c1cccs1 the results were CIT2-GFP yeast 101, JMJD2C inh 19, LAP4-GFP MLPCN 107, RPL19A TOR yeast 102, MEP2-GFP yeast 94, AGP1-GFP MLPCN 100, VLA-4 inh 11 and GRK2 aptamer HTS 0.
Screening CCCc1nnc(NC(=O)CCC(=O)Nc2ccc(Cl)cc2)s1 returned CIT2-GFP yeast 100, JMJD2C inh -9, LAP4-GFP MLPCN 90, RPL19A TOR yeast 103, MEP2-GFP yeast 106, AGP1-GFP MLPCN 99, VLA-4 inh 15 and GRK2 aptamer HTS 0.
`CCOC(=O)c1cccc(NC(=O)CCNS(=O)(=O)c2cc(Br)cnc2N)c1` gave CIT2-GFP yeast 112, JMJD2C inh 10, LAP4-GFP MLPCN 101, RPL19A TOR yeast 103, MEP2-GFP yeast 121, AGP1-GFP MLPCN 110, VLA-4 inh 18 and GRK2 aptamer HTS 1.
CSC1=NCCN1C(=O)c1c(F)cccc1Cl was read as CIT2-GFP yeast 109, JMJD2C inh 2, LAP4-GFP MLPCN 102, RPL19A TOR yeast 100, MEP2-GFP yeast 102, AGP1-GFP MLPCN 105, VLA-4 inh -40 and GRK2 aptamer HTS 3.
Screening CCOC(=O)c1cnn(-c2nc(SC)nc3sc4c(c23)CCCC4)c1N returned CIT2-GFP yeast inconclusive, JMJD2C inh 0, LAP4-GFP MLPCN 100[may fluoresce violet], RPL19A TOR yeast 72[may fluoresce violet], MEP2-GFP yeast 187*[may fluoresce violet], VLA-4 inh -12 and GRK2 aptamer HTS 0.
Cc1cc(CSc2ccccc2)ccc1NC(=O)COc1ccccc1C was read as CIT2-GFP yeast 112, JMJD2C inh -8, LAP4-GFP MLPCN 102, RPL19A TOR yeast 107, MEP2-GFP yeast 111, AGP1-GFP MLPCN 108, VLA-4 inh 21 and GRK2 aptamer HTS 0.
For CN1CCN(C2CCCCCC2)CC1 the results were CIT2-GFP yeast 100, JMJD2C inh -2, LAP4-GFP MLPCN 98, RPL19A TOR yeast 102, MEP2-GFP yeast 100, AGP1-GFP MLPCN 102, VLA-4 inh 13 and GRK2 aptamer HTS 0.
CC1(C)CC(=O)C=C(NCc2cccc(C(F)(F)F)c2)C1 was read as CIT2-GFP yeast 114, JMJD2C inh -15, LAP4-GFP MLPCN 120, RPL19A TOR yeast 101, MEP2-GFP yeast 106, AGP1-GFP MLPCN 117, VLA-4 inh 7 and GRK2 aptamer HTS 0.
Screening CC(C(=O)Nc1nc2ccccc2s1)n1cc([N+](=O)[O-])cn1 (stereo unspecified) returned CIT2-GFP yeast 112, JMJD2C inh 14, LAP4-GFP MLPCN 106, RPL19A TOR yeast 105, MEP2-GFP yeast 102, AGP1-GFP MLPCN 104, VLA-4 inh 1 and GRK2 aptamer HTS 0.
`Cn1c(SCC(=O)Nc2nnc(-c3ccccc3)o2)nnc1C1CC1` gave CIT2-GFP yeast 94, JMJD2C inh 28, LAP4-GFP MLPCN 99, RPL19A TOR yeast 89, MEP2-GFP yeast 95, AGP1-GFP MLPCN 95, VLA-4 inh -20 and GRK2 aptamer HTS 2.
For O=C(NCc1cccs1)c1cnc(Cl)c(Cl)c1 the results were CIT2-GFP yeast 93, JMJD2C inh -1, LAP4-GFP MLPCN 100, RPL19A TOR yeast 101, MEP2-GFP yeast 99, AGP1-GFP MLPCN 96, VLA-4 inh 7 and GRK2 aptamer HTS 1.
Screening CC1CCN(C(=O)c2[nH]cnc2C(=O)NCC(=O)OCc2ccccc2)CC1 returned CIT2-GFP yeast 61, JMJD2C inh -11, LAP4-GFP MLPCN 99, RPL19A TOR yeast 88, MEP2-GFP yeast 92, AGP1-GFP MLPCN 69, VLA-4 inh 24 and GRK2 aptamer HTS 1.
`CC(C(=O)NCc1ccco1)n1nc(-c2ccccc2)c2cc(Cl)ccc21` (stereo unspecified) gave CIT2-GFP yeast 103, JMJD2C inh 1, LAP4-GFP MLPCN 93, RPL19A TOR yeast 98, MEP2-GFP yeast 103, AGP1-GFP MLPCN 99, VLA-4 inh 13 and GRK2 aptamer HTS 0.
Screening COc1cccc(-c2noc(CCC(=O)NC3CCCCC3)n2)c1 returned CIT2-GFP yeast 67, JMJD2C inh -4, LAP4-GFP MLPCN 95, RPL19A TOR yeast 107, MEP2-GFP yeast 102, AGP1-GFP MLPCN 80, VLA-4 inh 4 and GRK2 aptamer HTS 4.
For CN(C)S(=O)(=O)c1ccc(NC(=O)COC(=O)Cn2[nH]c(=O)c3ccccc3c2=O)cc1 the results were CIT2-GFP yeast 98, JMJD2C inh 0, LAP4-GFP MLPCN 102, RPL19A TOR yeast 100, MEP2-GFP yeast 108, AGP1-GFP MLPCN 104, VLA-4 inh 0 and GRK2 aptamer HTS 1.
Screening Cc1ccc([N+](=O)[O-])c2c1C(N1CC(C)OC(C)C1)C(C)(C)O2 (stereo unspecified) returned CIT2-GFP yeast 110, JMJD2C inh -1, LAP4-GFP MLPCN 94, RPL19A TOR yeast 106, MEP2-GFP yeast 107, AGP1-GFP MLPCN 106, VLA-4 inh 27 and GRK2 aptamer HTS 0.
`CN1C(=S)SC(C)(C)C1NO` (stereo unspecified) gave CIT2-GFP yeast 108, JMJD2C inh -8, LAP4-GFP MLPCN 95, RPL19A TOR yeast 99, MEP2-GFP yeast 98, AGP1-GFP MLPCN 99, VLA-4 inh 5 and GRK2 aptamer HTS 0.
For CCOC(=O)C(=O)/C(=C\N(C)C)c1onc(-c2c(F)cccc2Cl)c1C(=O)OC the results were CIT2-GFP yeast 96, JMJD2C inh -22, LAP4-GFP MLPCN 93, RPL19A TOR yeast 96, MEP2-GFP yeast 100, AGP1-GFP MLPCN 96, VLA-4 inh -3 and GRK2 aptamer HTS 0.
Screening CC(NC(=O)Nc1ccccc1O)(C(F)(F)F)C(F)(F)F returned CIT2-GFP yeast 113, JMJD2C inh -5, LAP4-GFP MLPCN 96, RPL19A TOR yeast 97, MEP2-GFP yeast 108, AGP1-GFP MLPCN 103, VLA-4 inh -3 and GRK2 aptamer HTS 0.
Screening N#Cc1cc([N+](=O)[O-])ccc1NC(=O)COC(=O)C12CC3CC(CC(C3)C1)C2 returned CIT2-GFP yeast 96, JMJD2C inh -7, LAP4-GFP MLPCN 100, RPL19A TOR yeast 96, MEP2-GFP yeast 102, AGP1-GFP MLPCN 105, VLA-4 inh 3 and GRK2 aptamer HTS 0.
`COc1cccc(OC)c1C(=O)NC(=S)Nc1ccc2oc(-c3ccncc3)nc2c1` gave CIT2-GFP yeast 97, JMJD2C inh 15, LAP4-GFP MLPCN 99, RPL19A TOR yeast 96, MEP2-GFP yeast 100, AGP1-GFP MLPCN 96, VLA-4 inh 12 and GRK2 aptamer HTS 4.
COCCCn1c(SCC(=O)NC2CCCC2)nnc1-c1ccncc1 was read as CIT2-GFP yeast 108, JMJD2C inh -5, LAP4-GFP MLPCN 109, RPL19A TOR yeast 101, MEP2-GFP yeast 102, AGP1-GFP MLPCN 107, VLA-4 inh 5 and GRK2 aptamer HTS 1.
Screening CC(=O)c1cccc(NC(=O)c2ccc(C)o2)c1 returned CIT2-GFP yeast 90, JMJD2C inh 2, LAP4-GFP MLPCN 109, RPL19A TOR yeast 92, MEP2-GFP yeast 88, AGP1-GFP MLPCN 92, VLA-4 inh 15 and GRK2 aptamer HTS 1.
`COc1cc(Cn2c(-c3nonc3N)nc3ccccc32)ccc1C` gave CIT2-GFP yeast 88, JMJD2C inh 4, LAP4-GFP MLPCN 101, RPL19A TOR yeast 97, MEP2-GFP yeast 99, AGP1-GFP MLPCN 99, VLA-4 inh 23 and GRK2 aptamer HTS 2.
`COc1ccc(C2C(C(=O)c3ccc(C)o3)=C(O)C(=O)N2Cc2cccnc2)cc1` (stereo unspecified) gave CIT2-GFP yeast 103, JMJD2C inh -22, LAP4-GFP MLPCN 97, RPL19A TOR yeast 103, MEP2-GFP yeast 106, AGP1-GFP MLPCN 101, VLA-4 inh -4 and GRK2 aptamer HTS 8.
For O=C(Nc1nccc(-c2cccs2)n1)c1cccs1 the results were CIT2-GFP yeast 87, JMJD2C inh -1, LAP4-GFP MLPCN 97, RPL19A TOR yeast 92, MEP2-GFP yeast 90, AGP1-GFP MLPCN 90, VLA-4 inh 7 and GRK2 aptamer HTS 0.
Screening O=C(CNC(=O)c1ccc(Cl)cc1)OCN1C(=O)c2ccccc2C1=O returned CIT2-GFP yeast 94, JMJD2C inh 3, LAP4-GFP MLPCN 113, RPL19A TOR yeast 98, MEP2-GFP yeast 101, AGP1-GFP MLPCN 101, VLA-4 inh 0 and GRK2 aptamer HTS 3.
Screening O=C(O)CSc1ccccn1 returned CIT2-GFP yeast 95, JMJD2C inh 6, LAP4-GFP MLPCN 104, RPL19A TOR yeast 107, MEP2-GFP yeast 109, AGP1-GFP MLPCN 112, VLA-4 inh 10 and GRK2 aptamer HTS 0.
Screening O=C(CCNC(=O)c1ccc([N+](=O)[O-])cc1)NNC(=O)c1ccccc1F returned CIT2-GFP yeast 92, JMJD2C inh 0, LAP4-GFP MLPCN 96, RPL19A TOR yeast 96, MEP2-GFP yeast 95, AGP1-GFP MLPCN 98, VLA-4 inh -5 and GRK2 aptamer HTS 0.
`Cc1ccccc1-n1nc2c(c1NC(=O)c1c(-c3ccccc3Cl)noc1C)CSC2` gave CIT2-GFP yeast 97, JMJD2C inh 1, LAP4-GFP MLPCN 96, RPL19A TOR yeast 100, MEP2-GFP yeast 107, AGP1-GFP MLPCN 102, VLA-4 inh 21 and GRK2 aptamer HTS 4.
Screening O=C(CCc1nc2sc3c(c2c(=O)[nH]1)CCCC3)Nc1ccccc1Cl returned CIT2-GFP yeast 95, JMJD2C inh -1, LAP4-GFP MLPCN 99, RPL19A TOR yeast 95, MEP2-GFP yeast 93, AGP1-GFP MLPCN 100, VLA-4 inh 15 and GRK2 aptamer HTS 5.
For CCOc1ccc(CCNC(=O)CS(=O)(=O)Cc2nc(-c3ccc(OC)cc3)oc2C)cc1 the results were CIT2-GFP yeast 106, JMJD2C inh -9, LAP4-GFP MLPCN 89, RPL19A TOR yeast 101, MEP2-GFP yeast 108, AGP1-GFP MLPCN 107, VLA-4 inh 19 and GRK2 aptamer HTS 0.
Screening COCCN(C(=O)CSc1nnc(-c2ccco2)n1C)c1c(N)n(CC(C)C)c(=O)[nH]c1=O returned CIT2-GFP yeast 102, JMJD2C inh -26, LAP4-GFP MLPCN 125, RPL19A TOR yeast 112, MEP2-GFP yeast 110, AGP1-GFP MLPCN 114, VLA-4 inh 0 and GRK2 aptamer HTS 16.
Screening NC(=O)c1cnn(-c2cccc(Cl)c2)c1N returned CIT2-GFP yeast 95, JMJD2C inh -2, LAP4-GFP MLPCN 102, RPL19A TOR yeast 99, MEP2-GFP yeast 102, AGP1-GFP MLPCN 109, VLA-4 inh 10 and GRK2 aptamer HTS 0.

From PubChem BioAssay

Outcome played no part in choosing rows; any-hit rate near 1.7%.
